Source: PubChem BioAssay
BCLXL inh: Bcl-xL (human) inhibition; Q07817; GST-Bcl-xL / FITC-Bim BH3 peptide fluorescence polarization; inhibition, % at 10.9 µM; hit rate 0.7% among 320,000; AID 2129;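 active means inhibition above the mean of all tested compounds plus 3 SD, cutoff set per campaign, cut at about 30% in these data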;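 further: 0% = DMSO wells and 100% = unlabeled Bim-BH3 peptide competitor; inhibitors lower millipolarization by displacing the labeled peptide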
Efflux pump inh: inhibitors of Candida antifungal efflux pumps expressed in yeast; hit rate 0.44% among 330,000; S. cerevisiae Candida pump triplex, Nile Red efflux; inhibition, % at 10 µM;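 active means plate passing quality check with inhibition over a set limit, or well fluorescence over plate mean plus 4 SD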;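 further: Nile Red retained in pooled yeast measured as flow cytometry median fluorescence; 0% = buffer negative control and 100% = Enniatin B positive control; higher means more Nile Red kept so more efflux inhibition; some compounds called inactive have numbers as strong as hits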
GLD-1 TGE inh: GLD-1-TGE RNA interaction inhibition (C. elegans); purified GLD-1 + fluorescein TGE RNA, fluorescence polarization; hit rate 0.44% among 320,000; AID 2280; inhibition, % at 5.96 µM; Q17339;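 active means percent inhibition above a per-plate cutoff, the plate mean of test compounds plus 3 SD, cut at about 30% in these data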;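 further: 0% = DMSO wells with GLD-1 and probe and 100% = wells lacking GLD-1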
Target sequence (Q17339 whole entry, looked up): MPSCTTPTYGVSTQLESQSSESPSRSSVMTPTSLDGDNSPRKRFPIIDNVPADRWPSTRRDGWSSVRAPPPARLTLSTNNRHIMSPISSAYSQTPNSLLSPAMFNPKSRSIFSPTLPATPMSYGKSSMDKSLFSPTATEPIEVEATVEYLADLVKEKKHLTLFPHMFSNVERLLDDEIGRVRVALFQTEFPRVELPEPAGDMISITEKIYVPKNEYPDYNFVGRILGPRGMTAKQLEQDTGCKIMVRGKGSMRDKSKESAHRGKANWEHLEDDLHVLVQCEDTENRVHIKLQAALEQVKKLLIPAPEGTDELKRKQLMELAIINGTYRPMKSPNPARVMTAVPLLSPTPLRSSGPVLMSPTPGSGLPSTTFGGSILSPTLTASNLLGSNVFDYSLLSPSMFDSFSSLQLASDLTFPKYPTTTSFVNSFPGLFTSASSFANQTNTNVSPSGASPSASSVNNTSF
MCL1-BIM inh: inhibitors of human MCL1 binding to BIM-BH3 peptide; hit rate 0.68% among 320,000; GST-MCL1 / FITC-Bim-BH3 fluorescence polarization; Q07820; AID 2057; inhibition, % at 10.9 µM;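 active means inhibition above the mean inhibition of all tested compounds plus 3 SD, set per campaign, cut at about 40% in these data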;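 further: 0% = DMSO wells and 100% = unlabeled Bim-BH3 peptide control; higher means more loss of mP so more displacement of Bim peptide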
MEX-5 binding: C. elegans MEX-5 TCR-2 RNA binding activity; MEX-5/FITC-TCR2 RNA binding, fluorescence polarization; stronger effect = lower value; activity score (negative = inhibition of binding), % at 10 µM; hit rate 0.38% among 300,000;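 active means inhibition past about -25% in most replicates, and total fluorescence under double the plate's negative control median, limit read from the data; inconclusive means replicates evenly split on the limit, or fluorescence at least double controls; inactive means too little inhibition in most replicates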;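 further: 0% = DMSO and -100% = 5 µM competing unlabeled TCR2 RNA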
Target sequence (Q9XUB2 whole entry, looked up): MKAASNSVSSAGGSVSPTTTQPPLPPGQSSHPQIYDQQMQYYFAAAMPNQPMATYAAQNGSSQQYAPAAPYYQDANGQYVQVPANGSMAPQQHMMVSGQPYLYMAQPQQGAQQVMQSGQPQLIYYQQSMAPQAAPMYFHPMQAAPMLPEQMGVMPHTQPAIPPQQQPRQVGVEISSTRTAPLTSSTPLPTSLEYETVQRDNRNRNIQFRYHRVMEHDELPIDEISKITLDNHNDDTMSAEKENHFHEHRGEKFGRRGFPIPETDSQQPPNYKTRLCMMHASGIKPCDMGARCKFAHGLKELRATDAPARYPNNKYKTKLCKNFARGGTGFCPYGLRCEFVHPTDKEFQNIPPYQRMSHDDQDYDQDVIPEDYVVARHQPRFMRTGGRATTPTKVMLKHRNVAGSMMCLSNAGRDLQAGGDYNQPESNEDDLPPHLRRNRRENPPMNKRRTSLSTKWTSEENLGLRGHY
PME-1 inh: PME-1 (human) inhibition | Q9Y570 | recombinant PME-1, FP-Rh probe fluorescence polarization | inhibition, % at 5.9 µM | hit rate 0.53% among 320,000;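 active means inhibition above the campaign mean of all compounds plus 3 SD, cut at about 26% in these data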;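 further: competitive labeling of PME-1 active site by serine hydrolase directed probe; 0% = PME-1 with DMSO and 100% = wells lacking PME-1 enzyme; inhibitors block probe labeling so polarization falls and inhibition rises; many of its hits are not listed in these tables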
GRK2 inh: blocks RNA aptamer binding to human GRK2; P25098; bead flow cytometry, FAM-aptamer displacement from GRK2; inhibition of aptamer binding, % at 10 µM; hit rate 0.59% among 330,000; AID 488847;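 active means inhibition of aptamer binding above 40%, roughly 3 SD of noise, on plates passing a quality check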;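 further: median bead fluorescence of bound FAM aptamer so fluorescent compounds give negative values; no value below 0 was filed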
VLA-4 inh: inhibition in a human VLA-4 binding assay | VLA-4 expressing cells, ligand binding flow cytometry | AID 2557 | inhibition, % (about 7 µM as worked out from the volumes in the protocol) | hit rate 0.2% among 330,000 | P13612; in the data active means inhibition above about 50%
Fam108B counter: blocks mouse Fam108B hydrolase in RBBP9 counter-screen | hit rate 0.33% among 300,000 | recombinant Fam108B, FP-Rh probe fluorescence polarization | AID 1947 | inhibition, % at 9.51 µM;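 active means inhibition above the screen mean inhibition plus 3 SD, computed separately per campaign, cut at about 18% in these data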;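 further: inhibitors lower polarization as less probe binds the enzyme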
* = called active by the depositor; ? = inconclusive; · = no result given.

SMILES	BCLXL inh	Efflux pump inh	GLD-1 TGE inh	MCL1-BIM inh	MEX-5 binding	PME-1 inh	GRK2 inh	VLA-4 inh	Fam108B counter
O=C(N/N=C/c1ccc(O)c([N+](=O)[O-])c1)C(O)(c1ccccc1)c1ccccc1	3	0.2	6	0	-3.2	-4	2	22	4
O=C1CCC(=O)N1c1ccc(CSc2nnnn2C2CCCCC2)cc1	3	-0.2	4	2	0.7	-7	0	21	2
C[C@H](NC(=O)c1ccc(Cl)c(S(=O)(=O)N2CCOCC2)c1)c1nc2ccccc2[nH]1	-7	0.1	1	2	·	-1	5	9	·
CCOC(=O)N1CCN(S(=O)(=O)c2ccc(C(=O)Nc3nnc(CSC)o3)cc2)CC1	2	0.0	2	5	0.3	-7	1	-10	8
Fc1ccc(CSc2nnc(-c3cc4c(s3)-c3ccccc3CC4)o2)cc1	2	-0.1	1	0	1.2	-9	2	10	-1
Cc1ccsc1/C=N/NC(=O)Cc1ccc(Cl)cc1	1	0.0	4	-2	1.4	3	7	2	4
Cn1c(/C(C#N)=C/c2ccncc2)nc2ccccc21	0	-0.1	-9	-3	-2.6	4	0	6	0
CC(=O)c1c(C(C)=O)c(C)n(NC(=O)c2cccnc2)c1C	1	0.0	-2	-1	3.6	-6	0	0	-3
Cc1ccc(/C=N/NC(=O)c2c(-c3ccccc3)noc2C)o1	-2	0.0	6	3	2.5	-4	0	-1	-1
Cc1nnc(SCc2nc3sc4c(c3c(=O)[nH]2)CCCC4)[nH]c1=O	-9	0.1	-17	-11	2.8	-7	1	-5	-1
Cc1ccc(S(=O)(=O)N(C)c2ccc(OCC(=O)O)cc2)cc1	5	0.0	4	6	-1.2	0	5	-9	11
Cc1nc(-c2ccccc2)sc1-c1nc(-c2cccnc2)ncc1S(=O)(=O)c1ccccc1	2	0.4	-4	-5	-1.1	-1	0	-5	-7
Cc1ccc(NC(=O)CN2C(=O)CCS(=O)(=O)c3ccccc32)cc1Cl	6	0.0	10	9	0.2	-8	0	6	-1
COc1ccc(NC(=O)NC2(C(=O)N3CCN4CCCC4C3)CCCCC2)cc1 (stereo not given)	-2	-0.2	6	-2	-2.1	0	0	5	-2
Cc1ccc2cc3cc(C(=O)N4CC(C)CC(C)C4)oc3nc2c1 (stereo not given)	-4	0.4	1	6	-3.7	-7	4	1	-1
Cn1c(N)c(C(=O)CSc2nc3ccccc3[nH]2)c(=O)n(C)c1=O	3	0.1	5	-2	0.5	1	0	-2	2
COc1ccc(/C=N/NS(=O)(=O)c2ccccc2)cc1OC(=O)c1ccc(C)cc1	2	0.1	8	-5	1.2	3	5	33	1
CC(=O)Nc1ccc(NC(=O)C(C)OC(=O)C2(c3ccc(Cl)cc3)CCCC2)cc1 (stereo not given)	-3	0.1	-1	-8	-2.5	-2	0	10	-2
CN(C)S(=O)(=O)c1cccc(NC(=S)Nc2cc(Cl)cc(Cl)c2)c1	0	-0.1	4	6	1.3	-1	0	-3	-19
Cc1cc(=O)cc(C)n1-c1ccc(Cl)cc1	3	0.1	9	-1	·	-7	4	1	0
COc1ccc2[nH]cc(C(=O)CN3CCCCC3)c2c1	5	-0.1	2	0	-0.7	-2	0	15	-4
CCOC(=O)CCN(Cc1cccs1)S(=O)(=O)c1ccc(Cl)cc1	2	0.2	2	3	0.7	7	1	6	1
O=[N+]([O-])c1cccc(/C=N/Nc2nc(NCc3ccccc3)nc(N3CCOCC3)n2)c1O	3	0.4	3	3	-0.7	2	5	8	1
O=C(NCc1ccco1)C1OCCc2ccccc21 (stereo not given)	9	-0.1	5	12	-1.3	2	2	7	-2
CCOc1ccc(NC(=O)CCc2nnc3ccc(N4CCC5(CC4)OCCO5)nn23)cc1	2	0.1	-5	3	1.2	-1	0	5	3
CCOC(=O)C1=C(COC(=O)COc2cccc(C)c2C)NC(=O)NC1C (stereo not given)	-3	-0.1	-2	1	·	3	0	4	·
CCc1ccc(CN(C)C(=O)CCc2nnc(COc3ccccc3)o2)cc1	9	0.2	-3	0	0.5	-3	5	18	1
Cc1ccc(C)n1-n1c(C)nc2scc(-c3cccs3)c2c1=O	3	0.2	0	2	-0.9	-2	0	-5	4
Cc1cccc(CSCc2ccc(C(=O)O)o2)c1	-2	0.6	6	-1	0.8	-7	0	17	0
CCCN(CCC)CC(O)CN1C(=O)N(CN2C(=O)N(CC(O)CN(CCC)CCC)C(=O)C2(C)C)C(C)(C)C1=O (stereo not given)	7	-0.1	-4	2	0.8	-1	5	6	-1
Cc1cccc(NC(=O)N2CCC(NC(=O)C3CCCCC3)CC2)c1	7	-0.1	5	7	1.3	-1	1	11	-3
Cc1ccc(NC(=O)c2ccc(Nc3ccccc3F)nc2)cc1	2	-0.1	3	6	-1.2	5	0	4	1
COc1ccc(NC(=O)C2CC(c3ccc(OC)c(OC)c3)=NO2)cc1OC (stereo not given)	4	-0.1	2	-2	-0.3	-2	0	-1	3
Cc1cc(N2CCN(c3nc4ccccc4s3)CC2)n2ncnc2n1	7	-0.2	3	1	-1.9	3	0	1	-3
Cc1ccccc1C(=O)NC1CCN(Cc2nnnn2C(C)(C)C)CC1	6	0.0	-1	6	1.2	10	2	-7	0
O=C(/C=C/c1ccco1)OCn1nnc2ccccc2c1=O	2	-0.1	5	2	0.1	1	17	1	-1
O=C1Nc2cc(S(=O)(=O)N3CCCC3)ccc2N2CCCC12 (stereo not given)	7	-0.1	-6	7	4.7	-3	1	-5	-1
Cc1nnc(SCC(=O)N(Cc2ccccc2)C(C)C)n1-c1ccccc1	5	-0.1	1	7	0.1	0	1	11	-2
C#CCOCCOCCOCCNc1nc(N2CCN(C(=O)Cn3cc(CCCN=C(N)N)nn3)CC2)nc(N2CCN(C(=O)[C@H](C(C)C)n3cc(CCO)nn3)CC2)n1	-1	·	7	-2	8.4	-5	·	·	-5
Cc1ccc(Sc2ccc(CN3CCCC3)cc2[N+](=O)[O-])cc1	3	0.0	1	-3	0.3	0	0	19	-12
C/C=C/C(=O)N1CC2(CC(c3cccc(NC(=O)/C(C)=C/C)c3)=NO2)C[C@H]1C(N)=O (stereo not given in full)	7	-0.1	9	6	0.2	-5	0	-23	-1
O=C(NC12CCC(O)C(SC1)/C2=N/O)c1ccccc1 (stereo not given)	2	-0.2	12	4	2.1	-2	4	43	-3
O=C(COC(=O)c1ccccc1-n1cnnn1)c1ccc(Br)cc1	-1	-0.2	3	-6	-1.0	2	0	14	3
Cc1c(NC(=O)c2ccc3c4c(cccc24)CC3)c(=O)n(-c2ccccc2)n1C	-2	0.0	-5	1	-0.6	3	0	28	-2
Cc1ccc(C)c(NC(=O)CN(C)C(=O)/C=C/c2ccco2)c1	4	-0.1	-9	-2	-2.0	2	2	0	-2
CC1(C)Cc2nc(-c3ccccc3)nc(SCC(O)CO)c2CO1 (stereo not given)	0	0.1	-3	7	-1.2	-7	·	13	1
COc1cc(OC)c(C2C(C#N)=C(N)OC3=C2C(=O)CC(C)C3)cc1OC (stereo not given)	5	0.0	6	2	-0.3	4	0	8	8
Cc1ccc(C)c(NC(=S)NCCc2ccc(S(N)(=O)=O)cc2)c1	5	0.0	2	4	-1.7	2	0	-9	-2
O=c1c2ccccc2nnn1Cc1cccc2ccccc12	4	-0.1	10	-1	2.8	-8	2	-5	-7
Cc1ccn2c(=O)nc(SCC(=O)NCc3ccc4c(c3)OCO4)nc2c1	5	-0.1	9	4	-1.8	-5	2	-5	0
CC1=NN(c2ccccc2)C(=O)/C1=C/c1ccc(-c2ccc(C)c(C(=O)O)c2)o1	20	-0.1	-2	17	-1.0	5	1	-2	9
O=C(CC1SC(N2CCOCC2)=NC1=O)Nc1ccccc1Cl (stereo not given)	10	-0.2	3	10	·	-1	3	7	·
Cc1cc2cc(CCNC(=O)CC(C)(C)C)c(=O)[nH]c2cc1C	2	0.2	0	2	·	-2	0	27	-2
COc1cc(C(=O)Nc2nccs2)c(Br)c(OC)c1OC	3	0.7	-12	1	2.2	1	0	4	2
Cc1ccc(N/C=C(\[N+](=O)[O-])S(=O)(=O)c2ccccc2)cc1	2	-0.1	2	0	1.6	-5	0	-2	0
O=c1[nH]nc(Cc2ccc(-c3cccc(Cl)c3)o2)c2ccccc12	13	0.0	2	1	-0.4	-2	3	-8	-2
COc1ccc(-c2c(-c3ccccc3OC)sc3ccccc23)cc1OC	1	0.0	-3	-4	1.5	-1	1	29	-1
Cc1ccc(C(=O)Nc2ccccn2)cc1S(=O)(=O)N1CCOCC1	5	0.1	9	-4	1.3	-4	0	8	-1
COCCNC(=O)CN(C(=O)CCC(=O)Nc1ccccn1)c1cc(C)ccc1C	-2	0.0	-3	-1	3.7	2	0	-1	2
CCOC(=O)C1=C(COC(=O)c2ccc(Cl)cc2[N+](=O)[O-])NC(=O)NC1C (stereo not given)	2	0.0	2	-1	1.2	0	0	47	-1

Part of the list above, limited to VLA-4 inh and GLD-1 TGE inh.
mol	VLA-4 inh	GLD-1 TGE inh
COc1cc(C(=O)Nc2nccs2)c(Br)c(OC)c1OC	4	-12
Cc1ccc(N/C=C(\[N+](=O)[O-])S(=O)(=O)c2ccccc2)cc1	-2	2
O=c1[nH]nc(Cc2ccc(-c3cccc(Cl)c3)o2)c2ccccc12	-8	2

Additional structures follow.
SMILES	BCLXL inh	Efflux pump inh	GLD-1 TGE inh	MCL1-BIM inh	MEX-5 binding	PME-1 inh	GRK2 inh	VLA-4 inh	Fam108B counter
CC1CCN(CCc2nc3cc(NC(=O)Nc4ccccc4)ccc3n2C)CC1	3	0.2	-2	8	0.2	4	0	1	-4
O=C(O)CSc1nnc(CSc2nc3ccccc3s2)n1-c1ccccc1	-11	0.0	-9	6	-1.0	-10	0	-3	2
COc1ccc2nc(SCC(=O)N(C)CC(=O)Nc3ccc(F)cc3)[nH]c2c1	5	0.1	5	-6	-1.6	-1	0	6	0
Cc1cc(C)c(-c2cc(C)nc3ncnn23)c(C)c1	3	-0.1	2	2	0.9	3	0	3	-4
CCOC(=O)C1=C(C)N=c2s/c(=C/c3ccc(OCC(=O)O)cc3)c(=O)n2C1c1ccc(OC)cc1OC (stereo not given)	8	-0.2	-9	10	?	-12	1	18	-8
O=C1c2cccc3cccc(c23)C(=O)N1c1ccccn1	-1	0.0	8	-4	0.6	-11	11	7	1
CCOC(=O)N/N=C\c1ccc(OC/C=C/c2ccccc2)c(OC)c1	1	-0.1	-2	3	-2.2	-1	0	-5	-3
Cc1ccc(-c2nn(-c3ccccc3)cc2CN(C)C(=O)CCC(=O)O)cc1C	1	0.0	-7	-1	0.3	-2	0	1	1
Cc1cnc(NC(=O)CSc2nnc(N)s2)s1	1	0.0	4	1	0.5	3	0	-4	-5
O=C(NCCCn1ccnc1)C1CC2CCC1C2 (stereo not given)	-4	0.0	-4	5	0.4	-5	0	2	-5
CC1(C)Cc2cccc(OCC(=O)N3CCN(S(=O)(=O)c4ccccc4F)CC3)c2O1	-3	0.1	6	-1	-0.5	0	0	37	2
O=C(COc1ccc(OCc2ccccc2)cc1)NN=C1CCCC1	3	0.3	2	5	1.6	1	0	20	-4
Cc1ccc2c(c1)-c1ncc(C(=O)c3cc(Br)ccc3O)cc1CO2	2	-0.1	1	-6	-0.3	-16	1	8	-12

These rows are one share of the data. The share of hits here may be higher or lower than overall.
